UBC13 polyUb: UBC13 polyubiquitin chain formation inhibitors, primary screen, biochemical, TR-FRET, uHTS; Ubiquitin-conjugating enzyme E2 N (Homo sapiens), P61088; inhibition, % at 20 µM; 330,000 tested, 0.47% active; in the data active = inhibition above about 45%, passing the limit was not always enough
Target sequence (P61088 whole entry, looked up): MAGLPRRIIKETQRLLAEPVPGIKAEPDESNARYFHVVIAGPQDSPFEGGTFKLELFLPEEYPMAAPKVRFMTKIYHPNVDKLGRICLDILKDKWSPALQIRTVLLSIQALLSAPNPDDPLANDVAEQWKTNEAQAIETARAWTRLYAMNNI
SENP8 block: SENP8 protease inhibitors, primary screen, biochemical, luminescence; Sentrin-specific protease 8 (Homo sapiens), Q96LD8; purified SENP8, Z-RLRGG-aminoluciferin cleavage; inhibition, % at 10 µM; 330,000 tested, 1.2% active; AID 2540, 2010
Target sequence (Q96LD8 whole entry, looked up): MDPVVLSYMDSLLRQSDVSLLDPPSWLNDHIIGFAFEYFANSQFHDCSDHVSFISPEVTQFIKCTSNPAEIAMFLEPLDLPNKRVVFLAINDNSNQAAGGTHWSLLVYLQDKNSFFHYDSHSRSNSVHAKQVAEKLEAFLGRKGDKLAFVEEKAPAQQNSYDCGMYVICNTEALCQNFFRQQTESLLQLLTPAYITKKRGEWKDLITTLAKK
Jurkat NFkB inh: inhibitors of induced NF-kB luciferase reporter, primary screen, TCR NF-kB activation inhibitor project, cell-based, luminescence, uHTS | Jurkat, PMA/ionomycin-induced NF-kB luciferase reporter | inhibition, % at 4 µM | 330,000 tested, 0.53% active
SENP7 block: SENP7 protease inhibitors, primary screen, biochemical, luminescence, uHTS; Sentrin-specific protease 7 (Homo sapiens), Q9BQF6; recombinant SENP7, Z-RLRGG-aminoluciferin luminescence, 40 min; inhibition, % at 5 µM; 330,000 tested, 1.5% active; AID 434973, 2010;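 active = inhibition above about 50% at the single test dose, limit read from the data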;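 also: plate controls were DMSO with enzyme for no effect and no enzyme buffer wells for full effect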
Target sequence (Q9BQF6 706-1050 limits assumed): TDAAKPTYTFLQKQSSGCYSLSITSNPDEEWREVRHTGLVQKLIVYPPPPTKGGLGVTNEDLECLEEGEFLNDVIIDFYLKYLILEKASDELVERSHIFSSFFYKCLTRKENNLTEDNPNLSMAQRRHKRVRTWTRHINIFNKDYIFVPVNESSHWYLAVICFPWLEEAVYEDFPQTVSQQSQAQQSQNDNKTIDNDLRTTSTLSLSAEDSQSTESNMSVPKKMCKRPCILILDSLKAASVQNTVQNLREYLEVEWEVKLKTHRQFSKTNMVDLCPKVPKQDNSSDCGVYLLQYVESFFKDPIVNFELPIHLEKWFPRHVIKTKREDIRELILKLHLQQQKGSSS
697 NFkB inh: inhibitors of PMA/ionomycin-induced NF-kB reporter, 697 cells, primary screen, B-cell NF-kB inhibitor project, cell-based, luminescence, uHTS. 697 B-cell NF-kB luciferase reporter, 16 h. 330,000 tested, 0.33% active. AID 435022, 2010. inhibition, % at 4 µM; in the data active = inhibition above about 35%
Apaf-1 inh: inhibitors of human Apaf-1 apoptosome, primary screen, biochemical, DEVD-Rh110 fluorescence, uHTS; inhibition, % at 20 µM; Apoptotic protease-activating factor 1 (Homo sapiens), O14727; AID 489030, 2010; 330,000 tested, 0.71% active; reconstituted apoptosome caspase-3 activity; active = inhibition of at least 40% at 20 µM;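 also: plate controls were DMSO wells for no effect and DEVD-CHO caspase inhibitor wells for full effect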
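System – cell-free apoptosome with Apaf-1, procaspase-3 and caspase-9 · Buffer or medium – pH 7.5 Hepes buffer with CHAPS, BSA, DTT · Also added – cytochrome c with DEVD-Rh110 · Times – 30 min compound preincubation, 50 min activation, room temperature · Technique – Rh110 fluorescence intensity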
Gli-Sufu block: Gli-Sufu pathway antagonists, primary screen, luciferase luminescence, Sufu-KO-LIGHT cells, uHTS. Sufu-KO-LIGHT fibroblasts, Gli luciferase reporter luminescence. inhibition, % at 5 µM. 340,000 tested, 0.74% active. AID 588413, 2011;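 active = inhibition above about 55%, limit read from the data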;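 also: 0% = DMSO-treated cells and 100% = wells with medium but no cells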
HKDC1 inh: HKDC1 hexokinase inhibitors, primary screen, biochemical, fluorescence, uHTS | recombinant HKDC1, G6PDH/diaphorase resazurin coupled fluorescence | inhibition, % at 20 µM | 340,000 tested, 0.16% active;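 active = inhibition above about 35% when tested at 20 µM, limit read from the data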;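 also: plate controls were DMSO wells with enzyme for no effect and DMSO wells lacking enzyme for full effect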
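Incubation: 90 min at room temperature in dark / Material: recombinant HKDC1 (HK5) hexokinase enzyme, produced in-house / Quantity: enzyme 5 µg/mL final / Compound: one dose of 20 µM, 1% DMSO / Reagent: glucose and ATP substrates / Buffer or medium: Tris pH 8.0 buffer with MgCl2, Tween-20, BSA, BME / Technique: resorufin fluorescence at 613 nm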
Numbers without * were called inactive; . = no result given. Rule as the data show it, unless noted: active = inhibition above about 50%; inactive = the rest. No enrichment for hits. Share with any hit: about 3.6%.

SMILES	UBC13 polyUb	SENP8 block	Jurkat NFkB inh	SENP7 block	697 NFkB inh	Apaf-1 inh	Gli-Sufu block	HKDC1 inh
COc1ccc(CN2CC(C(=O)NCCC(C)C)CC2=O)cc1 (configuration not stated)	-12	-4	-32	-11	-5	5	6	-3
CNc1snc(C)c1C(=O)OCC(=O)c1ccc(Cl)cc1	-2	0	10	7	-15	-8	9	0
CC(=O)N(C)c1ccc(NC(=O)c2cnn(C)c2)cc1	-7	-6	7	-1	7	-2	3	-2
O=C(CN1C(=O)c2ccc([N+](=O)[O-])cc2C1=O)NCC1CCCO1 (configuration not stated)	-14	4	8	9	-16	-5	-11	-8
C/C(CC(=O)Nc1cc(C)ccn1)=N\NC(=O)c1ccncc1	2	-2	6	5	4	-10	23	-6
COc1cccc(C2=CC(c3cccc(OC)c3OC(F)F)n3nnnc3N2)c1 (configuration not stated)	5	-8	-26	-19	-24	15	-4	-6
COc1ccc(OC)c(NC(=O)C(Sc2ccccc2)c2ccccc2)c1 (configuration not stated)	-10	-11	-6	-9	-15	20	-1	4
Cc1ccc(S(=O)(=O)N(C)CC(=O)Nc2ccccc2)cc1	12	0	-4	3	10	2	1	-11
Cc1ccc(C(C(=O)NCc2ccccc2)N(Cc2ccco2)C(=O)c2snc(C(N)=O)c2N)o1 (configuration not stated)	9	1	3	3	20	16	-12	-4
Cc1cc2c3c(c1)C(C)CC(C)(C)N3C(=O)C2=O (configuration not stated)	-29	9	-3	-6	17	2	-5	-8
CCn1c(C(C)NC(=O)Cc2ccccc2)nc2ccccc21 (configuration not stated)	-2	-7	-3	2	-26	10	-40	1
Cc1ccc(NCc2nnc(SCC(=O)N3c4ccccc4Sc4ccccc43)o2)c(C)c1	-4	9	17	3	-95	27	-2	-5
COC(=O)c1ccc(CSC2=NC[C@@H]3[C@@H]4C(=O)N(Cc5ccccc5)C(=O)[C@@H]4[C@](Cc4ccccc4)(C(=O)OC)N23)cc1	.	.	.	-5	-13	22	23	-2
Cc1nn(C(C)CC(=O)O)c(C)c1Br (configuration not stated)	0	0	-4	-5	8	-11	7	-6
COc1cccc(NC(=O)C(Sc2nnc3ccccn23)c2ccccc2)c1 (configuration not stated)	2	-1	-10	16	4	-19	-1	-6
CCOC(=O)c1c(C)n(C)c2cc(OCCN(CC)CC)ccc12	8	4	-24	0	13	-23	7	0
CCN(CC(=O)Nc1ccc2c(c1)OCCO2)S(=O)(=O)c1ccccc1	-6	3	-14	7	-19	17	-14	-2
CC(C)C1Nc2ccc(C(=O)NC3CCCCC3)cc2NC1=O (configuration not stated)	5	-3	5	8	9	-7	-8	-6
CCOC(=O)C1=C(CC)OC(N)=C(C#N)C1c1ccc(NC(C)=O)cc1 (configuration not stated)	-4	-1	4	-1	5	-6	-5	-7
CCc1nnc(NC(=O)CC(=O)Nc2ccccc2C(=O)O)s1	-5	30	2	55*	7	-4	19	-1
CC(C)NC(=O)CSc1nc(-c2cccs2)cc(-c2ccccc2)c1C#N	16	3	3	-6	11	-11	6	-12
Cc1ccc(C)c(CS(=O)(=O)c2cn(CC(=O)N3CCCCC3)c3ccccc23)c1	1	-5	-6	7	10	8	38	5
COc1ccc(OC)c(S(=O)(=O)N(C)CC(=O)Nc2ccc3c(c2)OCO3)c1	8	-5	-3	4	24	2	5	-8
Cc1nc2ccccn2c1C(=O)NNC(=S)Nc1ccc(Cl)cc1	-1	3	4	9	-9	3	36	-7
CCCCc1ccc(NC(=O)CSc2nc(=O)n(CCCN3CCOCC3)c3c2CCC3)cc1	9	-18	-15	-15	-12	27	37	-1
COCCn1c(SCC(=O)N2CC(=O)Nc3ccccc32)nc2ccccc21	13	-10	-6	-1	0	-8	3	-8
O=[N+]([O-])c1cc2c(cc1CN1CCN(c3ccccc3F)CC1)OCO2	-5	2	1	-2	-21	1	2	-3
O=C(O)c1cccc(-n2c(/C=C/c3cccc([N+](=O)[O-])c3)nc3ccccc3c2=O)c1	-18	-15	-11	-6	-9	4	24	0
O=C(CSc1nnc(Cc2ccccc2)o1)Nc1ccc(N2CCOCC2)cc1	-4	4	-2	4	8	-11	2	3
COc1ccccc1NC(=O)COc1ccc(-c2nn(C)c(=O)c3ccccc23)cc1	30	3	23	-2	-5	18	-21	5

The closing 4 records of the part before open the next one:
SMILES	UBC13 polyUb	SENP8 block	Jurkat NFkB inh	SENP7 block	697 NFkB inh	Apaf-1 inh	Gli-Sufu block	HKDC1 inh
O=[N+]([O-])c1cc2c(cc1CN1CCN(c3ccccc3F)CC1)OCO2	-5	2	1	-2	-21	1	2	-3
O=C(O)c1cccc(-n2c(/C=C/c3cccc([N+](=O)[O-])c3)nc3ccccc3c2=O)c1	-18	-15	-11	-6	-9	4	24	0
O=C(CSc1nnc(Cc2ccccc2)o1)Nc1ccc(N2CCOCC2)cc1	-4	4	-2	4	8	-11	2	3
COc1ccccc1NC(=O)COc1ccc(-c2nn(C)c(=O)c3ccccc23)cc1	30	3	23	-2	-5	18	-21	5
CC(=O)c1cccc(NCC(=O)c2ccc(C)c([N+](=O)[O-])c2)c1	-3	-3	-8	0	-5	6	.	-14
Cc1cc(=O)cc(C)n1-c1ccc(Br)cc1	-1	-2	-25	-9	3	4	-1	8
Cc1nnc(NC(=O)c2ccc3c(c2)C(=O)N(CC2CCCO2)C3=O)s1 (configuration not stated)	1	1	-3	7	4	-11	-2	-5
Cc1ccc(CNc2nc(N)c([N+](=O)[O-])c(Nc3ccc(F)cc3)n2)cc1	-20	3	-12	8	-17	10	-9	10
CN1CCN(CP(=O)(N2CCOCC2)N2CCOCC2)CC1	6	-1	14	1	6	-1	5	-7
COc1ccc(NC(=O)CCC(=O)N/N=C/c2ccc([N+](=O)[O-])s2)cc1	-22	15	-10	1	-23	-3	-12	8
CC(C)[C@H](NC(N)=O)C(=O)Nc1ccc(OCc2ccccc2)cc1	0	5	0	3	-14	-20	-33	-2
CC1(C)CC2(CCO1)C(Nc1ccccc1)=NC(=S)N2c1ccccc1 (configuration not stated)	2	2	4	0	-3	-12	-10	-7
CCC(Oc1ccccc1)C(=O)Nc1ccccn1 (configuration not stated)	-3	-1	-14	-1	-32	7	-16	-7
Cc1ccc(S(=O)(=O)N(C)Cc2cc3ccccc3[nH]c2=O)cc1	1	0	15	3	-3	-4	0	11
CCOC(=O)c1c(-c2ccccc2)csc1/N=C/C1C(=O)CCCC1=O	-10	0	5	0	-1	7	1	1
C[n+]1ccccc1C1CCCC/C1=N\NC(N)=S (configuration not stated)	1	1	-1	-3	4	-14	-4	-8
CC1CCN(c2ccc(NC(=S)NC(=O)c3ccc(-c4cccc([N+](=O)[O-])c4)o3)cc2)CC1	-27	-2	-3	6	1	2	14	-3
O=C(CCC(=O)Nc1nnc(C2CCCCC2)s1)Nc1ccc(F)cc1	-8	0	-20	-5	-18	6	-22	-1
C=CCOc1cccc(NC(=O)c2ccccc2SC)c1	9	3	5	-1	20	-11	-14	-14
Cc1ccsc1C(=O)Nc1ccccc1N1CCCC1	0	-5	-12	8	-21	13	-6	4
O=C(CN1CCN(Cc2ccccc2)CC1)NCc1ccccc1Cl	-10	-6	-4	-2	4	15	10	-2
CCOc1ccc2nc(SC3CC(=O)N(c4cccc(OC)c4)C3=O)sc2c1 (configuration not stated)	7	-1	-13	-1	-33	11	-38	-1
COC(=O)c1cc(CNC(=O)CC(C)c2ccccc2)ccc1OC (configuration not stated)	-2	2	5	7	10	-3	-18	-8
CN(CCc1cn[nH]c1)Cc1nc(Cc2ccccc2)no1	6	4	1	-2	17	-5	-6	9
Cc1cccc(NC(=O)NCc2ccc3c(c2)cc(C)n3C)c1	18	14	16	-3	2	54*	2	2
C=CCN1C(=O)CS/C1=C(\C#N)S(=O)(=O)c1ccc(C)cc1	-12	7	13	7	8	-10	-2	-6
COc1cc(NC(=O)Cn2nnc(-c3ccncc3)n2)cc(OC)c1	2	2	6	7	-18	-24	2	-7
COc1cc(C(=O)Nc2sc3c(c2C(=O)O)CCC3)cc(OC)c1OC	2	-1	8	8	2	7	3	3
O=C(Cn1cnc2cc([N+](=O)[O-])ccc2c1=O)Nc1ccc(Br)cc1	-3	-7	-2	12	-3	3	4	1
C#CCOCCOCCOCCNc1nc(N2CCN(C(=O)[C@H](Cc3ccc(O)cc3)n3cc([C@@H](N)C(C)CC)nn3)CC2)nc(N2CCN(C(=O)[C@H](Cc3cc4ccccc4[nH]3)n3cc([C@@H](N)CC(C)C)nn3)CC2)n1 (some centres not stated)	76*	-6	-1	-3	12	47*	-5	7
O=c1c(C=Nc2cccc(C(F)(F)F)c2)c[nH]n1-c1cccc(Cl)n1	-1	-35	19	-6	15	4	-3	1
O=C(Nc1cccc([N+](=O)[O-])c1)c1cccc(C(=O)Nc2cccc([N+](=O)[O-])c2)c1	3	8	-15	-2	-33	-3	11	-6
COc1ccc(-c2nnc(SCC(=O)NCc3cccs3)n2C)cc1	3	-2	6	6	13	-5	-4	-3
CCCCNC(=O)c1ccc2c(c1)ncn2C1CCCC1	11	-10	3	-1	-4	-13	-8	-12

3 entries from above, ordered by SMILES length, falling.
SMILES	UBC13 polyUb	SENP8 block	Jurkat NFkB inh	SENP7 block	697 NFkB inh	Apaf-1 inh	Gli-Sufu block	HKDC1 inh
O=C(Cn1cnc2cc([N+](=O)[O-])ccc2c1=O)Nc1ccc(Br)cc1	-3	-7	-2	12	-3	3	4	1
CN(CCc1cn[nH]c1)Cc1nc(Cc2ccccc2)no1	6	4	1	-2	17	-5	-6	9
CCCCNC(=O)c1ccc2c(c1)ncn2C1CCCC1	11	-10	3	-1	-4	-13	-8	-12

Following part:
SMILES	UBC13 polyUb	SENP8 block	Jurkat NFkB inh	SENP7 block	697 NFkB inh	Apaf-1 inh	Gli-Sufu block	HKDC1 inh
Cc1c(-n2c(SCC(=O)NC(C)C)nc3ccccc3c2=O)c(=O)n(-c2ccccc2)n1C	14	-2	11	-2	15	-8	-6	-2
O=C(NC1=NCCS1)c1ccncc1	4	-7	-3	-4	-8	-2	-4	-2
O=C(O)c1ccc2cccnc2c1O	2	-2	-3	12	13	0	3	3
CCCCOC(=O)Cn1c(=N)n(CCN2CCOCC2)c2ccccc21	-8	-5	-4	-5	-10	-3	10	-4
O=C(CSc1nnc(-c2cccs2)n1-c1ccccc1)c1ccc2c(c1)OCCO2	-12	-5	-12	-13	-13	14	3	-7
O=C(Nc1nc2ccccc2s1)c1ccc(F)cc1	12	85*	-150	93*	-343	6	-131	-7
COc1cccc(N2CCN(C(=O)CNC(=O)c3sc4ccccc4c3Cl)CC2)c1	1	9	12	4	4	15	9	-2
O=C(CSc1cn(CCNC(=O)c2ccccc2)c2ccccc12)NCC1CCCO1 (configuration not stated)	5	-2	7	-7	12	-5	3	3
Cc1cccc(CS(=O)(=O)c2ncc(Cl)c(C(=O)Nc3c(C)cccc3C)n2)c1	-6	-5	27	4	-50	4	27	1
CCN(CC(=O)Nc1ccc([N+](=O)[O-])cc1OC)CC(=O)NC(C)(C)C	-1	6	7	4	32	-2	1	4
CCOc1ccc(-n2c(-c3ccc(Cl)cc3)c[n+]3c2SCC3)cc1	12	-5	24	-6	-14	-3	78*	-6
CCOc1ccc(CCNC(=O)C2CC(=O)N(Cc3ccc(C)cc3)C2)cc1OCC (configuration not stated)	3	-19	4	-5	-11	21	-1	-3
O=C(Nc1ccccc1C(F)(F)F)C1CC(=O)N(c2ccccc2F)C1 (configuration not stated)	4	6	-1	-9	17	-22	-2	-7
COc1ccc(C(=O)N/C(=C\c2cc(OC)c(OC)cc2[N+](=O)[O-])C(=O)NCC(=O)O)cc1	-9	-2	45	-1	-28	0	-6	-6

Screening data: PubChem, Sanford-Burnham Center for Chemical Genomics
